# TRPC6 activator = mouse TRPC6 channel activators, primary screen, cell-based, HEK293, membrane potential dye; 310,000 tested, 0.13% active; B-score at 10 µM; HEK293-TRPC6 membrane potential dye fluorescence; hits give high values;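 active means B-score of the integrated fluorescence ratio above library mean plus 3 SD, and starting fluorescence ratio within library mean plus 5 SD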;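 further: higher score means more depolarization so channel activation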
# TRPC4 potent = positive allosteric modulators of TRPC4, primary screen, cell-based, mouse TRPC4beta, HEK293 mu-opioid, Fluo-4 calcium. B-score at 10 µM. DAMGO EC20, Fluo-4 Ca2+ flux; hits give high values. Short transient receptor potential channel 4 (Mus musculus), Q9QUQ5. 310,000 tested, 0.42% active. AID 2227, 2009;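 active means B-score of calcium response area above 5 SD of library B-scores, with initial fluorescence ratio within 5 SD of library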;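 further: B-score of integrated fluorescence ratio over time as area under calcium response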
# IEC-6 cytotox = cytotoxicity in IEC-6 intestinal epithelial cells, primary screen, cytotoxicity control for KLF5 inhibitor project, cell-based, luminescence; IEC-6 cytotoxicity, luminescence viability; inhibition, % at 5 µM; 290,000 tested, 0.78% active; in the data active means inhibition above about 22%;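 further: 0% = plate median of test compound wells and 100% = cytotoxic reference compound wells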
# KLF5 inhibitor = KLF5 expression inhibitors, primary screen, DLD-1 cells, luminescence. DLD-1 KLF5 promoter-luciferase reporter. AID 1700, 2009. inhibition, % at 5 µM. 290,000 tested, 0.23% active;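 active means inhibition above a per-plate limit of that plate's mean compound inhibition plus 3 SD, cut at about 60% in these data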;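 further: 0% = DMSO wells and 100% = LY294002 at 200 µM; higher means less KLF5 promoter-driven luciferase light; inactives centre near -14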
# MrgX1 antag = antagonists of human MrgX1 receptor, primary screen, HEK293 cells, Fluo-4 calcium flux | Mas-related G-protein coupled receptor member X1 (Homo sapiens), Q96LB2 | BAM8-22 antagonism; hits give low values | B-score at 10 µM | 310,000 tested, 1.3% active | AID 588676, 2011;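 active means calcium-response B-score plate-corrected more than 3 library SD below zero, starting fluorescence within 5 deviations, no agonist response on first addition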;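 further: peak minus trough fluorescence over baseline after final BAM8-22 challenge near maximal dose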
# Target sequence (Q96LB2 whole entry, looked up): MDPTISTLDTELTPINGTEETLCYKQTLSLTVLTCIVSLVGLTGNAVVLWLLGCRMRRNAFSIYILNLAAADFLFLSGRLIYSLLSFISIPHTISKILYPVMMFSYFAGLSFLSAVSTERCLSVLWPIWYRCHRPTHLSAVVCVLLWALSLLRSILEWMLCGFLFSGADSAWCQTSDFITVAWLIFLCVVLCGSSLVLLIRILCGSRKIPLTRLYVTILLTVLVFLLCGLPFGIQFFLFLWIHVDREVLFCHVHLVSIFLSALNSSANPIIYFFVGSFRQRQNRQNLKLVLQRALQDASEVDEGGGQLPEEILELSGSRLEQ
# TRPC4 inh = inhibitors of mouse TRPC4 channel, primary screen, Fluo4 calcium, HEK293 TRPC4beta/mu-opioid cells; DAMGO-evoked Fluo4 calcium flux; hits give low values; B-score at 10 µM; 300,000 tested, 0.39% active;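 active means B-score over 3 SD under the library average, no early fluorescence shift, positive overall ratio signal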
#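 Assay system: HEK293 cells with stable TRPC4beta plus mu-opioid receptor expression. Dosing: single dose. Measured by: Fluo4 Ca2+ flux fluorescence. Also added: DAMGO in two steps, submaximal then maximal. Read-out: B score from integrated Fluo4 fluorescence ratio.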
# TRPC4 agonist = activators of mouse TRPC4 channel, primary screen, Fluo4 calcium, HEK293 TRPC4beta/mu-opioid cells | B-score at 10 µM | AID 2237, 2010 | Fluo4 calcium fluorescence; hits give high values | Short transient receptor potential channel 4 (Mus musculus), Q9QUQ5 | 310,000 tested, 0.49% active;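 active means B-score above 5 SD of library B-scores, and initial fluorescence ratio not above library mean plus 5 SD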;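 further: positive B-score marks a calcium rise read as TRPC4 activation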
#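 Assay system: HEK293 stable line with TRPC4beta plus mu-opioid receptor. Times: dye 45 min RT, read 110 s. Measured by: kinetic Fluo4 calcium fluorescence. Measure: B score of integrated ratio. Controls: assay buffer as low control, maximal DAMGO as high control.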
# aSyn 5UTR inh = MLPCN primary screen, SNCA 5' untranslated region; inhibition, % (tested at 7.5 µM); 300,000 tested, 0.82% active; AID 1813, 2009; alpha-synuclein 5'UTR reporter, inhibitor activity; in the data active means inhibition above about 60%; inconclusive means no clear call, values can overlap the other calls;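 further: H4 neuroglioblastoma cells stably carrying SNCA 5'UTR luciferase fusion; 0% = DMSO wells and 100% = positive control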
# SKKanGAS inh = S. pyogenes SKKanGAS growth inhibitors in kanamycin, primary screen, streptokinase expression inhibitor project, SKKanGAS strain, BacTiter-Glo luminescence | inhibition, % at 7.5 µM | 300,000 tested, 1.3% active | 6 h;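 active means mean replicate score, as percent of positive control median, at least 50; inconclusive means mean below 50 but one replicate at or above 50; inactive means mean and every replicate below 50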;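 further: strain carries kanamycin resistance gene driven by streptokinase promoter and grows in 40 µg/ml kanamycin; loss of luminescence reflects streptokinase promoter inhibition or plain growth inhibition; 0% = median of DMSO wells and 100% = positive control at its reference dose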
# TRPC6 inh = mouse TRPC6 channel inhibitors, primary screen, cell-based, HEK293, membrane potential dye; B-score at 10 µM; 310,000 tested, 1.1% active; Short transient receptor potential channel 6 (Mus musculus), Q61143; ACh-evoked depolarization; hits give low values; AID 2553, 2010;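 active means B-score under library mean minus 3 SD, initial fluorescence not abnormally high, positive integrated signal ratio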;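 further: B-score derived from integrated fluorescence ratio over the kinetic read; more negative B-score means stronger inhibition of depolarization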
# HIF activator = HIF pathway transcriptional activators, primary screen, cell-based, U2OS HRE-luciferase, luminescence | U2OS HRE-luciferase reporter; normalized: DMSO 0%, desferrioxamine 100% | activation, % at 7.5 µM (by protocol) | 300,000 tested, 0.32% active;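 active means mean activation of at least 10% of the iron chelator positive control signal, with at least half of replicates also reaching 10%; inconclusive means mean and replicate majority disagree about reaching 10%; inactive means mean and most replicates under 10%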
# Numbers without * were called inactive; i = inactive; ? = inconclusive; . = not tested or not shown.
SMILES,TRPC6 activator,TRPC4 potent,IEC-6 cytotox,KLF5 inhibitor,MrgX1 antag,TRPC4 inh,TRPC4 agonist,aSyn 5UTR inh,SKKanGAS inh,TRPC6 inh,HIF activator
CCOC(=O)CN1C(=O)C(O)(CC(=O)c2ccccn2)c2ccccc21 (stereo unspecified),i,i,0,-11,i,i,i,-21,-4,i,-0.4
C=CCn1c(=O)c2c(nc3n2CCS3)n(C)c1=O,i,i,4,-27,i,i,i,-56,-2,i,-0.1
O=c1sc2ccccc2n1Cc1ccccc1,i,i,4,12,i,i,i,11,14,i,0.0
CCc1c(C)nc(SCc2cccnc2)[nH]c1=O,i,i,-2,-13,i,i,i,4,-5,i,0.2
COc1ccc(/C=N/NC(=O)CCCOc2ccc(Cl)cc2Cl)cc1,i,i,-3,-16,i,i,i,2,-14,i,-0.1
COC(=O)c1ccc(/C=C/C(=O)O)cc1,i,i,-1,-19,i,i,i,-6,-9,i,-0.1
CCCn1c(N)c(N(CCOC)C(=O)c2ccc(C#N)cc2)c(=O)[nH]c1=O,i,i,-4,-30,i,i,i,8,-2,i,-0.3
Cc1ccc2[nH]c(=O)c(C(c3nnnn3C3CCCC3)N3CCCc4ccccc43)cc2c1 (stereo unspecified),i,i,2,-6,i,i,i,9,3,i,0.4
O=C(COc1ccc(S(=O)(=O)N2CCCCC2)cc1)NCc1ccccn1,i,i,-5,-52,i,i,i,5,3,i,0.2
Nc1nnnn1/N=C/c1ccccc1O,i,i,.,.,i,i,i,-25,-3,i,-0.3
O=C(Cc1n[nH]c(=O)c2ccccc12)OCC(=O)c1ccc(F)cc1,i,i,.,.,i,i,i,-1,1,i,0.3
CN(CC(=O)Nc1c(Cl)cccc1Cl)C(=O)CNC(=O)C1CCCCC1,i,i,4,-22,i,i,i,-11,-2,i,-0.4
O=P(c1ccccc1)(c1ccccc1)c1cc(S(=O)(=O)O)ccc1O,i,i,0,6,i,i,i,4,-6,i,2.9
CCOc1c(Br)cc(/C=C(\C#N)C(=O)NC2CC2)cc1OC,i,i,7,0,i,i,i,-14,1,i,0.0
COc1ccc(-n2nc3cc(C)c(NC(=O)C(C)C)cc3n2)cc1,i,i,-3,-75,.,i,i,-26,?,i,3.1
CC[n+]1cc(-c2ccccc2)nc(N2CCOCC2)n1,i,i,-7,3,i,i,i,-21,-1,i,0.5
CC1C(c2ccccc2)=[N+]([O-])C2(CCCCC2)N1O (stereo unspecified),i,i,6,-25,i,i,i,18,-3,i,1.0
O=C(/C=C/c1ccco1)Nc1ccccc1N1CCOCC1,i,i,-3,14,i,i,i,13,1,i,1.0
COc1ccc([N+](=O)[O-])cc1NC(=O)CSCc1cc(C)cc(C)c1,i,i,-2,-1,i,i,i,9,-2,i,-0.5
CNC(=O)c1sccc1SCc1c(Cl)cccc1Cl,i,i,1,-10,i,i,i,8,1,i,3.3
O=C(Nc1ccccc1)C1=C[C@H](c2ccc(C(F)(F)F)cc2)C[C@H](OCc2ccc(CO)cc2)O1,i,i,.,.,i,i,i,-23,20,i,0.1
CCCCN(C(=S)NC(=O)c1ccccc1)c1c(N)n(Cc2ccccc2)c(=O)[nH]c1=O,i,i,-3,-48,i,i,i,-5,4,i,0.4
Cc1ccc(S(=O)(=O)N(CC(=O)N2CCC(C)CC2)Cc2ccccc2F)cc1,i,i,-2,-9,i,i,i,16,2,i,-0.6
CC(=O)Nc1ccc(S(=O)(=O)N2CCC(Oc3ccc(-n4cnnn4)cc3)CC2)cc1,i,i,-5,-14,i,i,i,-14,9,i,-0.5
CCCNC(=O)NC(=O)CN1C(=O)NC(C)(c2ccc3ccccc3c2)C1=O (stereo unspecified),i,i,6,-20,i,i,i,18,2,i,0.0
# Carrying on.
SMILES,TRPC6 activator,TRPC4 potent,IEC-6 cytotox,KLF5 inhibitor,MrgX1 antag,TRPC4 inh,TRPC4 agonist,aSyn 5UTR inh,SKKanGAS inh,TRPC6 inh,HIF activator
COc1ccc(NC(=O)CC2C(=O)N(c3cccc(OC)c3)C(=O)N2Cc2ccco2)cc1 (stereo unspecified),i,i,1,-26,i,i,i,13,-1,i,-0.6
CCc1nn(CC(=O)N2CCN(c3ccc(F)cc3)CC2)c(=O)c2cc3occc3n12,i,i,-1,-25,i,i,i,7,-6,i,0.0
O=C(NCCc1ccccc1)C1CCC(CNc2nc(=S)[nH]c3ccccc23)CC1 (stereo unspecified),i,i,-1,-3,i,i,i,34,6,i,-0.1
O=C(Nn1c(C2CCCCC2)nc2ccccc2c1=O)c1cc(Cl)ccc1[N+](=O)[O-],i,i,-2,-29,i,i,i,-2,6,i,0.0
C/C(=N\NC(=O)CNc1ccccc1Cl)C(C)(C)C,i,i,1,13,i,i,i,-46,10,i,1.0
COc1cc(CN2CCCCCC2)cc([N+](=O)[O-])c1O,i,i,-1,-30,i,i,i,-8,0,i,0.3
Cc1ccc(Cn2nc3c4cc(F)ccc4n(Cc4ccc(F)cc4)cc-3c2=O)cc1,i,i,4,5,.,i,i,23,-1,i,0.0
CCOC(=O)c1ccc(NC(=O)c2cccc(S(=O)(=O)N3CCOCC3)c2)cc1,i,i,2,-18,i,i,i,-28,-3,i,0.4
COc1cc(-c2nnc(SCc3ccccc3Cl)o2)cc(OC)c1OC,i,i,-3,-27,i,i,i,-13,15,i,-0.2
Cc1ccc(CSC2=NCCN2C(=O)C2CC2)cc1,i,i,-5,-2,i,i,i,-20,8,i,-0.1
Cc1cccn2c(=O)c3cc(C(=O)N4CCN(C(=O)c5ccco5)CC4)n(C)c3nc12,i,i,0,-22,i,i,i,21,-5,i,-0.6
CC(C)(C)OC(=O)N1Cc2ccccc2C[C@H]1C(=O)NC1CCCC1,i,i,-11,-19,i,i,i,-5,1,i,-1.7
CN(CCOc1ccccc1)C(=O)c1ccc(F)c(S(=O)(=O)N2CCOCC2)c1,i,i,.,.,i,i,i,5,-1,i,0.1
CCOc1ccccc1Oc1coc2cc(O)ccc2c1=O,i,i,-9,-24,i,i,i,-4,-1,i,0.4
O=S(=O)(O)CCN1CCOCC1,i,i,4,-16,i,i,i,.,3,i,.
CN(CC(=O)Nc1ccc(F)cc1)C(=O)COC(=O)Cc1c(F)cccc1Cl,i,i,.,.,i,i,i,4,-11,i,0.2
CN(N=Nc1ccc([N+](=O)[O-])cc1)c1ccccc1,i,i,16,-67,i,i,i,-112,-3,i,1.3
O=C(Nc1cccc(-c2ccc3nncn3n2)c1)c1ccco1,i,i,1,-6,i,i,i,1,-5,i,-1.1
O=C(NCCc1ccc(F)cc1)C(=O)Nc1cc2c3c(c1)CC(=O)N3CCC2,i,i,.,.,i,i,i,23,-6,i,2.3
CCOC(=O)c1c(C)[nH]c(C)c1C(=O)CSc1nc2ccccc2c(=O)n1-c1ccc(C)cc1,i,i,-1,-4,i,i,i,51,12,i,0.7
O=C(COc1ccc([N+](=O)[O-])cc1)N(Cc1ccccc1)Cc1ccccc1,i,i,2,-25,i,i,i,12,2,i,-0.8
CCOc1ccc(C(NC(=O)CC)c2c(O)ccc3ccccc23)cc1 (stereo unspecified),i,i,6,-11,i,i,i,13,3,i,1.0
COC(=O)C1(C)NC(c2ccc(Cl)cc2)C2C(=O)N(c3ccccc3)C(=O)C21 (stereo unspecified),i,i,-3,-29,i,i,i,-2,-10,i,2.0
Cc1cccc(C)c1NC(=S)N(Cc1cccnc1)Cc1ccccc1Cl,i,i,9,-12,i,i,i,15,2,i,-0.5
CC(C)NC(=O)c1onc(CSc2ccc(F)c(F)c2)c1C(=O)O,i,i,0,-12,i,i,i,6,8,i,-1.0
# The list goes on.
SMILES,TRPC6 activator,TRPC4 potent,IEC-6 cytotox,KLF5 inhibitor,MrgX1 antag,TRPC4 inh,TRPC4 agonist,aSyn 5UTR inh,SKKanGAS inh,TRPC6 inh,HIF activator
CCOC(=O)c1cc[n+](CC(=O)c2ccc(F)cc2)cc1,i,i,-2,-31,i,i,i,-1,-6,i,1.1
O=C(/C(=C(\[O-])c1ccccc1)[n+]1ccc2ccccc2c1)c1ccc(Cl)cc1,i,i,12,21,i,i,i,-63,1,i,1.3
C/C=C/c1ccc(OCCCCNCc2ccco2)c(OC)c1,i,i,2,-27,i,i,i,-21,7,i,0.5
C=CCOC(=O)C1=C(C)Nc2[nH]c(=O)[nH]c(=O)c2C1c1ccccc1 (stereo unspecified),i,i,1,-25,i,i,i,-5,.,i,0.1
Cc1ccc(/C=N/Nc2nnc(Cl)c3ccccc23)cc1,i,i,6,-3,i,i,i,-157,-2,i,1.6
COc1cc(NS(=O)(=O)c2ccc(NC(=S)NC(=O)/C=C/c3ccc(F)cc3)cc2)ncn1,i,i,-8,-22,i,i,i,9,37,i,-0.6
CCCCN(C)CCNC(=O)c1ccc(Cn2c(=S)[nH]c3ccc(Br)cc3c2=O)cc1,i,25*,2,-29,i,i,i,8,7,i,-0.4
CCCCSc1nc(SCC(=O)NCc2ccco2)c2c3c(sc2n1)COC(C)(CC)C3 (stereo unspecified),i,i,-8,-18,i,i,i,18,8,i,-0.4
COC(=O)c1ccc(NC(=S)Nc2ccccc2)cc1,i,i,4,-13,i,i,i,-131,0,i,.

# Four of these compounds in a different format:
Molecule	TRPC6 activator	TRPC4 potent	IEC-6 cytotox	KLF5 inhibitor	MrgX1 antag	TRPC4 inh	TRPC4 agonist	aSyn 5UTR inh	SKKanGAS inh	TRPC6 inh	HIF activator
C=CCOC(=O)C1=C(C)Nc2[nH]c(=O)[nH]c(=O)c2C1c1ccccc1 (stereo unspecified)	i	i	1	-25	i	i	i	-5	.	i	0.1
Cc1ccc(/C=N/Nc2nnc(Cl)c3ccccc23)cc1	i	i	6	-3	i	i	i	-157	-2	i	1.6
COc1cc(NS(=O)(=O)c2ccc(NC(=S)NC(=O)/C=C/c3ccc(F)cc3)cc2)ncn1	i	i	-8	-22	i	i	i	9	37	i	-0.6
CCCCN(C)CCNC(=O)c1ccc(Cn2c(=S)[nH]c3ccc(Br)cc3c2=O)cc1	i	25*	2	-29	i	i	i	8	7	i	-0.4

# From PubChem BioAssay
